tim23-1 inh: tim23-1 yeast growth inhibition; S. cerevisiae tim23-1 growth, BacTiter-Glo luminescence, 24 h; inhibition, % at 20 µM; actives 1.3% (n = 330,000);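 active = growth inhibition of the mutant yeast at or above 50%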;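 also: temperature-sensitive mutant grown at 25 °C; plate controls were DMSO-treated mutant yeast for no effect and medium wells lacking yeast for full effect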
TIM10 inh: growth inhibitors of TIM10 yeast strain. S. cerevisiae TIM10 strain growth, BacTiter-Glo luminescence, 24 h. inhibition, % at 10 µM. actives 1.4% (n = 330,000);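 active = inhibition of 40% or more at the single tested concentration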;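 also: wild-type TIM10 isogenic control strain grown at permissive 25 °C; 0% = DMSO yeast wells and 100% = minimal medium wells without yeast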
XBP1 UPR activ: adaptive UPR (XBP1) activation. CHO-XBP1 luciferase reporter, IRE1-XBP1 UPR activation, luminescence; percent of tunicamycin response, DMSO as zero. activation, % at 20 µM. actives 0.33% (n = 330,000). AID 463104;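 active = versus positive control, 20 µM dose yields 30% or more activation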;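 also: 100% = tunicamycin at 10 µg/mL and 0% = DMSO only wells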
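Material: CHO cell line with stable XBP1 luciferase reporter; buffer or medium: F12 medium containing 10% fetal bovine serum; compound: single point, 20 µM final compound, 1% DMSO; incubation: 6 h treatment, 37 °C; measured by: glow luminescence from Steady-Glo reagent; evaluation: activation, % of tunicamycin; control set: tunicamycin high, DMSO low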
APJ agonist: APJ receptor agonism. P35414. CHO-K1 APJ PathHunter beta-arrestin, luminescence; 0% DMSO wells, 100% apelin. activation, % at 20 µM. actives 0.11% (n = 330,000);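 active = activation more than six SD over the plate average, tested at 20 µM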;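 also: 0% = DMSO alone and 100% = apelin-13 at 10 nM; some results filed as inactive read as strong as hits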
Target sequence (P35414 whole entry, looked up): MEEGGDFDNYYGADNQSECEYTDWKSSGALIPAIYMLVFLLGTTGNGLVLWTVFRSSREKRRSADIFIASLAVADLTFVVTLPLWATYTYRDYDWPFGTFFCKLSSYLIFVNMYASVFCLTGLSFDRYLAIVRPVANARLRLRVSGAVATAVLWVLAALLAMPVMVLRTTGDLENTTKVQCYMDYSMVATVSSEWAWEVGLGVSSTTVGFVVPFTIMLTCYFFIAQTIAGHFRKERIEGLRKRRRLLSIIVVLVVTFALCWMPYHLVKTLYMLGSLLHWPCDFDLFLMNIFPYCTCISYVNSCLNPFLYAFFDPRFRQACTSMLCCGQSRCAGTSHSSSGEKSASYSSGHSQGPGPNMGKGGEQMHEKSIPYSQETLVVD
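Test system: CHO-K1 APJ beta-arrestin complementation cell line | Compound: Single test compound dose, 20 µM final, 1% DMSO | Incubation: Compound 90 min 25 °C, reagent 1 h | Measured by: beta-gal luminescence | Read-out basis: APJ–arrestin association signal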
NR3A LBD binder: NR3A (human) ligand-binding domain modulation. actives 2.5% (n = 340,000). Tm shift relative to glycine control, % at 25 µM. AID 1259313. NR3A LBD differential scanning fluorimetry, Tm shift; 0% = protein alone, 100% = glycine-bound protein;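 active = melting temperature shift of at least 10% of the positive control shift, at one fixed dose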
Mdm2 MdmX PPI: inhibitors of human Mdm2/MdmX interaction; actives 3% (n = 330,000); SaOS-2 split-luciferase Mdm2/MdmX complementation, luminescence; inhibition, % at 8 µM;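 active = inhibition of at least 50% at 8 µM in the primary screen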
tim10-1 inh: inhibits growth of tim10-1 mutant yeast; S. cerevisiae tim10-1 ts strain growth, BacTiter-Glo, 24 h; inhibition, % at 20 µM; actives 2.2% (n = 330,000); AID 463190;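 active = inhibition of at least 40%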;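 also: mutant grown at 25 °C; 0% = DMSO wells with yeast and 100% = wells holding no yeast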
CHOP UPR activ: activators of apoptotic arm of unfolded protein response (CHOP) | activation, % at 10 µM | CHO-CHOP luciferase reporter, UPR activation, luminescence; percent of tunicamycin response over DMSO baseline | AID 449763 | actives 0.34% (n = 330,000);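 active = at 10 µM dose, activation of 40% or more, normalized to positive control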;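 also: 100% = tunicamycin at 10 µg/mL and 0% = DMSO alone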
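Assay system: CHO cells with stable CHOP pathway luciferase reporter; Buffer or medium: F12 plus 10% serum; Times: 16-18 h cell attachment, then 6 h compound exposure, 37 °C; Signal: luciferase luminescence; Read-out basis: percent activation relative to tunicamycin control; Control set: tunicamycin high control, DMSO low control.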
NLRP3 yeast inh: blocks the NALP3 inflammasome reconstituted in yeast; Yeast reconstituted NLRP3/ASC/caspase-1, beta-gal luminescence, 24 h; inhibition, % at 10 µM; actives 0.39% (n = 330,000);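 active = inhibition of 50% or more; inactive = inhibition below 50%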;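 also: plate controls were induced DMSO wells for no effect and uninduced yeast grown without galactose for full effect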
The depositor's hits bear a star; & = joins results of further samples.

SMILES	tim23-1 inh	TIM10 inh	XBP1 UPR activ	APJ agonist	NR3A LBD binder	Mdm2 MdmX PPI	tim10-1 inh	CHOP UPR activ	NLRP3 yeast inh
Cc1ccc(S(=O)(=O)N2CCN(C(=O)CN3C(=O)NC4(CCCC4)C3=O)CC2)c(C)c1	6	-8	2	-3	1	-6	0	1.1	10
CN(C)c1c([N+](=O)[O-])ncn1C	3	-6	-2	1	-4	4	-17	-1.9	7
CCOc1ccc(C(=S)N2CCN(C)CC2)cc1	7	3	-1	-3	-1	-3	4	-0.1	-4
Cc1ccc(NC(=O)c2c(F)cccc2Cl)cc1NS(C)(=O)=O	6	16	-2	0	-1	17	8	-1.1	6
COc1ccc(C(=O)Oc2c(C)occc2=O)cc1OC	-1	7	1	-3	0	16	-8	-4.6	15
OC1(c2ccccc2)C/C(=N\n2cnnc2)C=C1c1ccccc1 (centres undefined)	17	17	-1	1	-1	3	10	0.4	22
CC(C)C(=O)N1CCN(c2ccccc2NC(=O)c2ccc(C#N)cc2F)CC1	17	17	-1	2	0	6	22	0.1	10
Cc1cc2ccc(C)c(C)c2nc1SCC#N	1	9	-1	5	1	6	9	0.5	16
CCCOC(=O)C1=C(C)NC(=O)NC1c1cc2c(cc1Br)OCO2 (centres undefined)	6	-9	0	3	-3	7	-12	-0.1	28
CC1=C(C)CC(C(=O)NC2CCN(C(C)C)CC2)C(C(=O)O)C1 (centres undefined)	-9	6	-3	-4	-1	14	-5	-0.4	5
CC(=O)C[C@H](O)CC(=O)[C@@H]1OC(=O)CCCCCCCCc2ccccc21	37	12	1	1	-1	-37	30	0.1	10
COc1cc2c(CCNC(C)=O)c[nH]c2cc1O	14	7	-2	4	0	11	-12	-1.3	17
CCOC(=O)c1c(NC(=O)CSc2ncnc3ccccc23)sc(C)c1C	-15	-6	1	-3	-3	-5	-21	-0.3	-1
CCCC(C)NC(=O)CN(c1ccc2c(c1)OCCO2)S(=O)(=O)c1ccccc1 (centres undefined)	11	-1	-4	-2	-1	23	19	0.6	17
COc1ccc(CNC(=O)C2=CCN(S(=O)(=O)c3ccc(C)cc3)CC2)cc1	10	12	-1	-7	-1	7	2	1.2	6
CCC1=C(OC(=O)N(CC)CC)N2C(=O)OC(=NCCOC)[C@]2(Cc2ccccc2)[C@H]2C1=CC[C@H]1C(=O)N(CC)C(=O)[C@H]12	3	-1	-4	-1	1	4	6	0.4	15
CCCc1cc(=O)[nH]c(SCC(=O)Nc2ccc(OCc3ccccc3)cc2)n1	0	-1	1	-2	2	-2	1	4.4	16
Cc1ccc(S(=O)(=O)N2CCN(C(=O)c3sccc3C)CC2)cc1	15	16	-1	-2	-1	-14	35	0.4	3
NC(=O)CC(CC(=O)OCc1ccccc1)c1ccccc1 (centres undefined)	-1	-5	-2	-1	-4	20	2	0.5	22
Cc1cc(C)c(C)c(S(=O)(=O)N2CCN(C(=O)c3ccc4c(=O)n5c(nc4c3)CCC5)CC2)c1C	-36	-11	2	-4	-2	-5	-73	-1.1	18
O=C1c2ccccc2C(=O)N1CCc1nc(-c2ccncc2)no1	15	3	-1	-6	1	1	18	-1.6	1
COc1ccccc1NC(=O)CSC1CC(=O)N(c2ccc3c(c2)OCO3)C1=O (centres undefined)	31	20	1	-1	-1	-33	47*	-1.4	25
O=C(O)/C=C\C(=O)Nc1ccc(Oc2ccccc2)cc1	2	-8	-1	-3	3	30	2	-0.5	14
CSc1cccc(NS(=O)(=O)c2ccc(-c3coc(C)n3)cc2)c1	7	11	-1	0	-12	10	12	2.4	22
COc1ccc(Cc2noc(COc3ccc(Cl)cc3)n2)cc1	-1	-8	-5	-1	1	23	-8	-1.7	41
CCOC(=O)/C(=N\Nc1cc(Cl)ccc1Cl)N1CC(C)OC(C)C1 (centres undefined)	25	-2	-3	-8	2	-2	6	20	1
O=C1CN(C(=O)COC(=O)c2cccc(Br)c2)c2ccccc2N1	-7	-3	-2	-3	0	3	15	1.7	21
CCC(CC)C(=O)NC12CC3CC(CC(C3)C1)C2	6	0	-5	-6	-2	27	17	-0.2	0
COc1ccc(N2CCN(c3cc(C)c4cccc(C)c4n3)CC2)cc1	-5	6	-3	0	2	3	8	-1.0	5
CCOc1ccccc1NC(=O)CN1CCCCCC1	28	3	-4	-2	-1	10	8	1.5	10
CCOC(=O)c1ccc(NC(=O)c2c(NC(=O)CCC(=O)O)sc3c2CCCCC3)cc1	26	28	-1	-1	-2	13	40*	0.3	3
COc1cccc(C2c3[nH]c4ccccc4c3C[C@H]3C(=O)N(c4ccccc4C(=O)N4CCCC4C(=O)O)C(=O)N23)c1 (some centres undefined)	13	4	-1	-1	0	-1	10	-0.9	-16
Cc1ccc(OCC(=O)Nc2c[nH]c(=O)[nH]c2=O)cc1C	-6	6	2	-2	-1	-4	-9	2.4	-3
COc1ccc(S(=O)(=O)N(C)c2ccc(C(=O)N3CCC(C(N)=O)CC3)cc2)cc1	12	1	-5	0	2	-23	-8	1.7	7
O=C(NC(=S)NCCN1CCOCC1)c1ccccc1Br	-8	-12	-1	0	-2	-7	-8	1.6	8
CN1CC(=O)N(CC(=O)Nc2cccc3ccccc23)C1=O	11	-1	0	-2	1	-23	3	-1.4	4
COc1ccc(S(=O)(=O)N(C)C)cc1NC(=O)CSc1nc(N)cc(N)n1	13	9	0	-2	-2	12	-6	-0.4	8
O=C(CSc1nc2c(sc3ccccc32)c(=O)n1CCc1ccccc1)NCc1ccco1	-42	-17	0	-1	1	18	14	-1.4	10
CC(C)C1N(C(N)=S)N=CC1(C)C (centres undefined)	9	-24	-1	0	2	5	16	-0.2	20
CCN(C[C@H]1N[C@@](C)(C(=O)OC)[C@H]2C(=O)N(C)C(=O)[C@@H]12)C(=O)Nc1ccc(F)cc1	-16	2	-1	-3	1	19	-21	0.9	10
COc1ccc(-n2cccc2C=O)cc1	-5	-5	-1	-4	-2	9	-4	-2.0	10
O=C(NCc1ccc(Cl)cc1)C1CCN(S(=O)(=O)c2ccccc2)CC1	16	-13	-1	-1	-5	9	20	-0.4	-3
Cn1c(=O)c(=O)n(C)c2cc([N+](=O)[O-])c(N3CCOCC3)cc21	6	-11	-3	1	1	-8	-7	-0.1	6
COc1ccc(-c2csc(N(C)C(=O)c3cccs3)n2)cc1	4	11	6	-3	4	-31	9	4.5	-2
CC1CCN(C(=O)COC(=O)c2c[nH]c3ccccc23)CC1	10	11	1	-3	0	-41	17	3.5	8
Cc1ccc2nc(SCC(=O)Nc3oc(C)c4c(C)n[nH]c(=O)c34)[nH]c2c1	11	-3	-1	-3	1	0	7	-1.3	9
COc1ccc(S(=O)(=O)N2CCOC23CCN(S(C)(=O)=O)CC3)cc1	-1	3	-1	0	-1	9	4	-0.9	23
CN1C=CC=C/C1=C(\C#N)c1nc2ccccc2[nH]1	-4	-1	-3	1	-1	13	-7	0.9	-3
Cc1cc(Br)cn2ccnc12	2	-4	4	-3	1	-5	-3	0.4	3
O=C(Cn1c(=O)oc2ccccc21)Nc1ccc(Cl)cc1	26	-14	-6	3	-1	8	-17	0.9	18
Cc1sc2nc(SCC(=O)O)[nH]c(=O)c2c1C	-2	-6	1	-2	-3	4	0	-1.3	14
O=C(Cn1nnc(-c2ccc(F)cc2)n1)Nc1ccc2c(c1)OCCO2	-5	-10	-1	1	-7	13	-14	0.8	8
NC(=O)N1CCC2(CC1)NC(=O)N(c1ccccc1)N2	-10	-118	-2	-4	1	11	-62	-2.3	3
O=C(C1=C[C@H](c2ccc(Br)cc2)C[C@H](OCCCCO)O1)N1CCOCC1	-7	-14	-2	11	0	0	17	-2.6	-8
C#CCOCCOCCOCCNc1nc(N2CCN(C(=O)[C@H](CCC(=O)O)n3cc(C(N)Cc4ccc(O)cc4)nn3)CC2)nc(N2CCN(C(=O)[C@H](CCC(=O)O)n3cc(C(N)CC(C)C)nn3)CC2)n1 (some centres undefined)	-12	-9	0	-8	4	7	-5	-1.4	4
CC1(C)CC(CC(=O)O)(c2ccc(F)cc2)CCO1 (centres undefined)	11	0	0	-3	0	10	-1	-2.2	0
C=C(C)Cn1cnc2c(oc3nc4c(cc32)CCCC4)c1=O	1	10	4	-1	4	-28	2	6.1	27
Cc1ccccc1C(=O)NNC(=O)c1cccc(Br)c1	20	3	-1	-3	-1	-6	10	-0.7	1
CCOC(=O)c1c(C)cc(=O)oc1C	9	6	-2	-3	-1	-29	1	0.8	16
CCOC(=O)C1=C(C)NC(SCC(N)=O)=C(C#N)C1c1ccncc1 (centres undefined)	7	3	-1	3	1&0	3	19	2.0	3

Some of these compounds in order of number of heavy atoms, largest number first.
SMILES	tim23-1 inh	TIM10 inh	XBP1 UPR activ	APJ agonist	NR3A LBD binder	Mdm2 MdmX PPI	tim10-1 inh	CHOP UPR activ	NLRP3 yeast inh
COc1ccc(N2CCN(c3cc(C)c4cccc(C)c4n3)CC2)cc1	-5	6	-3	0	2	3	8	-1.0	5
CCOC(=O)C1=C(C)NC(SCC(N)=O)=C(C#N)C1c1ccncc1 (centres undefined)	7	3	-1	3	1&0	3	19	2.0	3
O=C1c2ccccc2C(=O)N1CCc1nc(-c2ccncc2)no1	15	3	-1	-6	1	1	18	-1.6	1
Cc1ccc(NC(=O)c2c(F)cccc2Cl)cc1NS(C)(=O)=O	6	16	-2	0	-1	17	8	-1.1	6
NC(=O)CC(CC(=O)OCc1ccccc1)c1ccccc1 (centres undefined)	-1	-5	-2	-1	-4	20	2	0.5	22

Next records
SMILES	tim23-1 inh	TIM10 inh	XBP1 UPR activ	APJ agonist	NR3A LBD binder	Mdm2 MdmX PPI	tim10-1 inh	CHOP UPR activ	NLRP3 yeast inh
Cc1c(C(=O)N2CCC(C)CC2)sc2ncn(CC(=O)N3CCC(C)CC3)c(=O)c12	-1	-4	-4	-3	-1	13	0	-2.2	5
COC(=O)Cc1ccc(NC(=S)NCc2ccc(F)cc2)cc1	21	19	-1	6	-3	-1	20	4.8	28
Cc1ccc(C2(CC(=O)Nc3nccs3)CCOC(C(C)C)C2)cc1 (centres undefined)	28	2	-1	-2	-1	28	24	3.2	9
COc1ccc(Cc2nc3ccccc3n2CC(=O)N/N=C/c2ccc(C)cc2O)cc1OC	-28	6	-3	0	-6	33	-18	-0.9	14
CCN(CC)C(=O)CN1CCN(Cc2ccc3c(c2)OCO3)CC1	10	-22	-2	-1	-2	12	4	-2.2	9
CC(Oc1ccc(Cl)cc1Cl)C(=O)NCCCN(C)C (centres undefined)	12	17	-1	-7	1	-8	20	-0.4	-4
O=C(c1ccc(N2CCNCC2)cc1)c1cccnc1	1	1	-3	-4	1	21	-3	-1.0	20
COc1ccc(NC(=O)CSc2n[nH]c(C)c2[N+](=O)[O-])cc1	8	1	-1	-2	1	1	-13	-0.9	11
CC1CC(C)(C)NC(=S)N1CCC(=O)N1CCc2ccccc21 (centres undefined)	-9	6	-4	-2	0	-8	14	-0.7	2
Cc1cc(C(=O)C[N+]2(C)CCOCC2)c(C)n1-c1ccc(Br)cc1	4	-8	-3	-2	1	10	-3	-1.1	5
